Gal4-VP16 FLuc: inhibits Gal4-VP16 luciferase reporter, ROR gamma counter-screen; AID 2546; hit rate 3.5% among 310,000; Drosophila S2 Gal4-VP16 UAS-luciferase, luminescence, 20 h; Potency, µM (series often up to 53.6 µM), inactives show top-dose activity, negative = inhibition, most hits filed as inhibitors;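 note: Gal4-VP16 expression switched on by copper sulfate through the metallothionein promoter; % is set by controls: 0 for no effect and ±100 for the full control effect; nearly all actives have a fitted effect of over 50% in size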
NPC1 prom act: activators of NPC1 promoter; AID 485313; Potency, µM (series often up to 9.22 µM), inactives show at the highest dose activation, hits mostly activators; Huh7 NPC1 promoter luciferase reporter, 24 h; hit rate 2.4% among 320,000;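 note: % of control where 0% means no effect; nearly all actives have a fitted effect of over 60% in size; reporter is driven by a mutant NPC1 promoter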
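Stable NPC1-promoter luciferase Huh7 line; cpd (DMSO) 24 h, 37 °C, 5% CO2; Amplite luciferase reagent 10 min RT; luminescence readout. qHTS format.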
Rab9 promoter act: Rab9 promoter activation. Huh7 Rab9 promoter-luciferase reporter, luminescence, 24 h. Potency, µM (highest dose often 9.22 µM), without a hit: at the highest dose activation, negative = inhibition, most hits filed as activators. hit rate 2.8% among 320,000. AID 485297; note: % of control where 0% means no effect; nearly all actives have a fitted effect of over 60% in size
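Rab9 promoter-driven luciferase in stably transfected Huh7 cells; 1500 cells/well rested 2 h, exposed to compound in DMSO for 24 h at 37 °C, 5% CO2. Luminescence read 10 min after adding luciferase reagent at ambient temperature.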
uPA surface inh: cell surface uPA generation inhibition | Potency, µM (top dose mostly 38.3 µM), inactives show at the top dose activity change, negative = inhibition, actives largely listed as inhibitors | AID 540303 | cell surface uPA generation assay, qHTS | hit rate 0.31% among 330,000; active = well fitted inhibition curve with a large enough effect; inconclusive = small, poorly fitted or top-dose-only effect; inactive = no such curve, though single readings can be large or run the other way; tested in mouse RAW 264.7 cells; note: % is set by controls: 0 for no effect and ±100 for the full control effect; nearly all actives have a fitted effect of over 55% in size
BRCA1 expr up: increases BRCA1 expression. MCF7-BRCA1-FFLuc reporter, luminescence, 48 h; response scale: scaled: vehicle 0%, 10 µM genistein 100%. Potency, µM (titrated, usually from 46.1 µM), for inactives: at the top dose activation, hits mostly activators. hit rate 1.1% among 380,000. AID 624202; note: nearly all actives have a fitted effect of over 80% in size; some results filed as inactive show a strong effect at the top dose
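Quantitative HTS in MCF7 cells stably reporting BRCA1 expression via firefly luciferase. Compound treatment lasts 48 h at 37 °C in phenol-red free MEM. Activation is expressed relative to genistein at 10 microM and DMSO.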
CXXC DNA block: blocks binding of human MLL CXXC domain to DNA; hit rate 0.037% among 290,000; Q03164; MLL-CXXC / FITC-HOXA9 DNA fluorescence polarization; Potency, µM (highest dose often 115 µM), for inactives: at the top dose activity change, negative = inhibition, usual class: inhibitors; AID 2662; active = well fitted inhibition curve with a large enough effect in the polarisation, with a control signal flat, not every such curve was filed as active; inconclusive = small, poorly fitted or top-dose-only effect, or effect the other way, or a change in a side signal; inactive = no such curve, though single readings can be large or run the other way; the % refers to the polarisation
Target sequence (Q03164 whole entry, looked up, the tested form may be a part): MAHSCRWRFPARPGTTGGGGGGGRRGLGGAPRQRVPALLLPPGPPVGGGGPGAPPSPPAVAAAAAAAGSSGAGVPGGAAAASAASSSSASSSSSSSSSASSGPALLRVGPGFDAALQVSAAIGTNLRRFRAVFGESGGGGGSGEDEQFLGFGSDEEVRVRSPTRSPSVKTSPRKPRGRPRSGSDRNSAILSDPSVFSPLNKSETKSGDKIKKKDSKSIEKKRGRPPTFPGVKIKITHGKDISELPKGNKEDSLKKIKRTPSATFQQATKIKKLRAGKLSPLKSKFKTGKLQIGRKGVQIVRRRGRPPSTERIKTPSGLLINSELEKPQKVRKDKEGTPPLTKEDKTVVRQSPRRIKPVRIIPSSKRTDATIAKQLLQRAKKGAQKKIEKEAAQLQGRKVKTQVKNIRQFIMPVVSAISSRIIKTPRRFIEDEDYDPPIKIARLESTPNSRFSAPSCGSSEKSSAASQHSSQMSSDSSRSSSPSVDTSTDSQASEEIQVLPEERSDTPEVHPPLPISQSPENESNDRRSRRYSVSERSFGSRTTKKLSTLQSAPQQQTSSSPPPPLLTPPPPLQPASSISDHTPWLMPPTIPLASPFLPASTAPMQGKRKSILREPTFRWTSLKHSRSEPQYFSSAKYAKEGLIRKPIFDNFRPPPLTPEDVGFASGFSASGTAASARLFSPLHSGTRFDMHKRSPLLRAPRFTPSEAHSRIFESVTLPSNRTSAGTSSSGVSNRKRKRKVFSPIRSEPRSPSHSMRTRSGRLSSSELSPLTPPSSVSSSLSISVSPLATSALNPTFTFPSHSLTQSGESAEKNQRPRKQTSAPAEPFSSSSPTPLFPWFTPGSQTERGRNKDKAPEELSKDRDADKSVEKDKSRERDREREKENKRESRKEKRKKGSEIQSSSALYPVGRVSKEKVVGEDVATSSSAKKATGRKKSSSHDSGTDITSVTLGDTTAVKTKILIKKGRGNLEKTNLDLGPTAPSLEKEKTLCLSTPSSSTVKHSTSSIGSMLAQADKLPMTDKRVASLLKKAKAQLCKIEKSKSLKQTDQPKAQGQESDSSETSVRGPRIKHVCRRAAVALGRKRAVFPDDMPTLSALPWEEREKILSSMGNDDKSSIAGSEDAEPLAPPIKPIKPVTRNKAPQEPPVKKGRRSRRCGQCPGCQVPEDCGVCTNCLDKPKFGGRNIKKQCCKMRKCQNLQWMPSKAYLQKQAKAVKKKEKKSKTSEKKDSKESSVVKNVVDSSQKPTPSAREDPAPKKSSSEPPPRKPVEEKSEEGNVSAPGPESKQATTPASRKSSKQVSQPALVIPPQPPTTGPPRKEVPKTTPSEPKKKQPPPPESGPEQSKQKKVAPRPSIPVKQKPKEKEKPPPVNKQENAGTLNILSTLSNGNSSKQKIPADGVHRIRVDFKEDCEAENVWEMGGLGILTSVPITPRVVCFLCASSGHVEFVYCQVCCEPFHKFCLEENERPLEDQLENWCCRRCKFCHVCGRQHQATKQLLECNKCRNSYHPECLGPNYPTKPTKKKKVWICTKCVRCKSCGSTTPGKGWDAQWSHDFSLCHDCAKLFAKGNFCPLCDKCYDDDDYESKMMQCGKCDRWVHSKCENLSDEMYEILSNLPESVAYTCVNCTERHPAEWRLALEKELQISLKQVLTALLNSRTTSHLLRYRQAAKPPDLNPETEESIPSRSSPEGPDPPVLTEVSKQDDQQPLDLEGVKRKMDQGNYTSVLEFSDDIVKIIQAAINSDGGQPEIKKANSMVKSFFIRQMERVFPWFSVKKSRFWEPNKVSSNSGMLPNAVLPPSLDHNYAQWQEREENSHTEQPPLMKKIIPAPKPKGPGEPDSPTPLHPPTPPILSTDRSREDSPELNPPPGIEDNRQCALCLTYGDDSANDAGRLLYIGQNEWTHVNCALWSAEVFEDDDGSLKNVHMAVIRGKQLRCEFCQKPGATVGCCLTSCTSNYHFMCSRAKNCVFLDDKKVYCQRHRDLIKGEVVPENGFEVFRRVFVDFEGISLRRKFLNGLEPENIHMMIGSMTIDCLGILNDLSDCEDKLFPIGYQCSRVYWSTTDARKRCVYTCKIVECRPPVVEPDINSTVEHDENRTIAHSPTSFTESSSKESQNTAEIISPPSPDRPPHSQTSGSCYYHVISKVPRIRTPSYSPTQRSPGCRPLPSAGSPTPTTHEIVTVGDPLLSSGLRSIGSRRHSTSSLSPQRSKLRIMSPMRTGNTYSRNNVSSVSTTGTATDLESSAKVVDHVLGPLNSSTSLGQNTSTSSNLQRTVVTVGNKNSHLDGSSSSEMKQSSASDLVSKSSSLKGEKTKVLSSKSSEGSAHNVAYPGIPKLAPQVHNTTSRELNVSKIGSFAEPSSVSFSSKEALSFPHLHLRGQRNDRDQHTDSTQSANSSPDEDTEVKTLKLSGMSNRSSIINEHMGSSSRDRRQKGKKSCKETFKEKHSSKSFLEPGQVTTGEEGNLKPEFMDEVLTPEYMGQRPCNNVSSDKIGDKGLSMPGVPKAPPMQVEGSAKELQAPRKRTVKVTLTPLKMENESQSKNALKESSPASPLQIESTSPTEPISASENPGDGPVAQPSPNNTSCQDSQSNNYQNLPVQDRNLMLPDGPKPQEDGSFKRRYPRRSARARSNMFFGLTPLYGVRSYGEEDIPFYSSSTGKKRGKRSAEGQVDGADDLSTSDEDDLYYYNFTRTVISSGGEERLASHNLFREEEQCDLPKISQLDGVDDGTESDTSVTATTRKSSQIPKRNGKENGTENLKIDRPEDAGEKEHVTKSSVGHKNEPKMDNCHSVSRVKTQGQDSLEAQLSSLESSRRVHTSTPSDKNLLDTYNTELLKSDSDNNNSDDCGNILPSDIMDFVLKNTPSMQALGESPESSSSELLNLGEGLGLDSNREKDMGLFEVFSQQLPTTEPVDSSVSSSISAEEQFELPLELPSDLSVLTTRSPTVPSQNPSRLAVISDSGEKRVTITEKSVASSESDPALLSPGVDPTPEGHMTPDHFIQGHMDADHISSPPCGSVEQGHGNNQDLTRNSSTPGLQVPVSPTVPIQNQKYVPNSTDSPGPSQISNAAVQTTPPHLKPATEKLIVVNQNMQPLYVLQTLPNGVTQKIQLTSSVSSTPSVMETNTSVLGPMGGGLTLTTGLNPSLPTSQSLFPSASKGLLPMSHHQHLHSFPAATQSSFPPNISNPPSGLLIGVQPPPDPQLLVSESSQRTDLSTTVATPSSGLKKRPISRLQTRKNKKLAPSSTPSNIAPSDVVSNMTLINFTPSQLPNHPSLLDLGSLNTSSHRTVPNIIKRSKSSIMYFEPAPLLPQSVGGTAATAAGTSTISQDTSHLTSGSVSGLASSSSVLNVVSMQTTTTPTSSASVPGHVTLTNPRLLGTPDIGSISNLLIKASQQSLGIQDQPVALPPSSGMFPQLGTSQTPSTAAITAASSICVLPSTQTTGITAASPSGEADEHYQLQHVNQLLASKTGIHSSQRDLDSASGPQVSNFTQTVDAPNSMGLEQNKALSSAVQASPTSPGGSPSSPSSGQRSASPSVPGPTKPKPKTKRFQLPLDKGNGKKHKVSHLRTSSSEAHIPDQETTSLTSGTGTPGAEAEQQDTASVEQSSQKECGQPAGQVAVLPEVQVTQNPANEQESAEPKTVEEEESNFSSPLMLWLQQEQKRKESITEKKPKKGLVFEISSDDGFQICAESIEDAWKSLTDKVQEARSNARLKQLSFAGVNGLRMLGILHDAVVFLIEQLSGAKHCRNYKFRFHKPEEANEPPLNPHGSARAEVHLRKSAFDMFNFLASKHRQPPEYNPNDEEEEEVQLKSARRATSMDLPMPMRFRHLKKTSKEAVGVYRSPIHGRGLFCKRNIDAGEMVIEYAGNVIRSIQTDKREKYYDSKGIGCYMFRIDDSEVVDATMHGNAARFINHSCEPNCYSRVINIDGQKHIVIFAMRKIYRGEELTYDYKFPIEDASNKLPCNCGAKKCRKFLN
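Fluorescence polarization: 7 uM MLL-CXXC (stock) preincubated 5 min with compounds, then 50 nM fluorescein-HOX-A9 DNA (stock) added; 30 min ambient. Buffer 50 mM Tris-HCl pH 7.5, 50 mM NaCl, 1 mM DTT, 0.05% BSA.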
RORgamma inh: blocks mouse ROR gamma transcriptional activity; Potency, µM (top dose mostly 53.6 µM), for the others: at the top dose activity change, negative = inhibition, actives largely listed as inhibitors; Drosophila S2 Gal4-RORgamma UAS-luciferase reporter, 20 h; AID 2551; hit rate 5.4% among 310,000; note: % is set by controls: 0 for no effect and ±100 for the full control effect; nearly all actives have a fitted effect of over 60% in size
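Compounds are pin-transferred onto Drosophila Schneider cells expressing a copper-inducible Gal4–ROR gamma transactivation domain fusion. After 1 hr, copper sulfate is added to 700 uM final; luciferase is read 20 hr later.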
p53 reactivator: mutant p53 re-activation in reporter cells | H1299 p53-A138V BP100-luciferase reporter, luminescence, 24 h | Potency, µM (doses to about 92.2 µM), for the others: at the top dose activity change, positive = activation, actives largely listed as activators | hit rate 0.063% among 320,000 | AID 504706; note: % of control where 0% means no effect; nearly all actives have a fitted effect of over 45% in size
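p53-null H1299 cells stably carrying temperature-sensitive p53-A138V and a BP100-luciferase reporter were pinned with compounds (4-point, 1:5 series) and held 24 hrs at 37 deg C. Luminescence was read 10 min after detection reagent.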
MBNL1-CUG inh: blocks human MBNL1 binding to CUG repeat RNA. Q9NR56. TR-FRET MBNL1-His/biotin-(CUG)12 binding, 665/545 ratio. Potency, µM (series often up to 57.5 µM), for inactives: at the highest dose activity change, negative = inhibition, usual class: inhibitors. hit rate 0.036% among 280,000; active = well fitted inhibition curve with a large enough effect in the signal ratio, with a control signal flat, not every such curve was filed as active; inconclusive = small, poorly fitted or top-dose-only effect, or effect the other way, or a change in a side signal; inactive = no such curve, though single readings can be large or run the other way; the % refers to the signal ratio; note: % is set by controls: 0 for no effect and ±100 for the full control effect
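Ratiometric TR-FRET (665 over 545 nm, excitation 340 nm) tracks disruption of MBNL1-His/biotin-(CUG)12 complex after 60 min at room temperature, with compounds at 92 nM to 58 uM final.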
FLuc counter: counter-screen for miR-21 project: firefly luciferase inhibitors or activators; purified FLuc, Km substrates, luminescence inhibition; Potency, µM (highest dose often 57.5 µM), without a hit: at the highest dose activity change, negative = inhibition, most hits filed as inhibitors; hit rate 6.9% among 360,000;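 note: plate controls were vehicle for no effect and reference inhibitor for full effect; nearly all actives have a fitted effect of over 55% in size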
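Purified P. pyralis luciferase, 10 nM final, with Km-level 10 uM D-luciferin and 10 uM ATP in 50 mM Tris acetate pH 7.5, 10 mM Mg acetate, 0.01% Tween-20, 0.05% BSA; 6-point qHTS titration about 60 µM downward; luminescence read.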
ELG1 genotox: genotoxicity induction in ELG1-luciferase HEK293T cells; HEK293T ELG1-luciferase reporter, luminescence, 16 h; Potency, µM (doses to about 46 µM), for the others: top-dose activity change, positive = activation, most hits filed as activators; hit rate 1.3% among 330,000; AID 504466; note: % of control where 0% means no effect; nearly all actives have a fitted effect of over 60% in size
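Screening used a luciferase reporter fused to human ELG1 in HEK293T cells. Luminescence was read on a CCD plate imager after 16 hr exposure and 30 min ONE-Glo incubation.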
Numbers without * were called inactive; ? = inconclusive; / = no result given; [ ] = another dose, or the depositor's remark. Unless noted, calls come from the whole dose curve; as a rule, active = well fitted curve in the direction sought with a large enough effect; inconclusive = small, poorly fitted or top-dose-only effect, or another doubt; inactive = no such curve, though single readings can be large; an effect the other way counts as inactive or inconclusive. Potency is the fitted concentration of half-maximal effect. Some of the compounds tested. The share of hits here may be higher or lower than overall.

A first look:
SMILES	Gal4-VP16 FLuc	NPC1 prom act	Rab9 promoter act	uPA surface inh	BRCA1 expr up	CXXC DNA block	RORgamma inh	p53 reactivator	MBNL1-CUG inh	FLuc counter	ELG1 genotox
COc1ccc(NC(=O)COC(=O)c2c3c(nc4ccccc24)CCCC3)cc1Cl	-13%	1%	-12%	-12%	-73%	24%	21%	8%	4%	11µM*	-16%
COc1ccc(NC(=O)NCC(C)CSc2ccc(C)cc2)c(OC)c1 (configuration not stated)	1%	4%	1%	-8%	-10%	?	10%	-3%	-2%	-3%	-2%
COc1ccc2c(CC(=O)O)cc(=O)oc2c1	-4%	-3%	-1%	-3%	1%	-2%	3%	3%	7%	-1%	5%
Cc1nc(CC(=O)c2ccc(O)c(C)c2O)cs1	-12%	0%	0%	3%	9%	-1%	?	1%	-2%	0%	7%
COC(=O)C(Cc1ccccc1)P(=O)(c1ccccc1)c1ccccc1 (configuration not stated)	0%	-2%	-3%	-2%	-29%	7%	-5%	-4%	17%[11.5 µM]	1%	0%
Cc1cc(=O)c2cc(C(=O)c3ccccc3)ccc2[nH]1	-2%	20%	22%	?	26%	7%	2%	21%	4%	-12%	4%

All compounds of this part, from the start:
SMILES	Gal4-VP16 FLuc	NPC1 prom act	Rab9 promoter act	uPA surface inh	BRCA1 expr up	CXXC DNA block	RORgamma inh	p53 reactivator	MBNL1-CUG inh	FLuc counter	ELG1 genotox
COc1ccc(NC(=O)COC(=O)c2c3c(nc4ccccc24)CCCC3)cc1Cl	-13%	1%	-12%	-12%	-73%	24%	21%	8%	4%	11µM*	-16%
COc1ccc(NC(=O)NCC(C)CSc2ccc(C)cc2)c(OC)c1 (configuration not stated)	1%	4%	1%	-8%	-10%	?	10%	-3%	-2%	-3%	-2%
COc1ccc2c(CC(=O)O)cc(=O)oc2c1	-4%	-3%	-1%	-3%	1%	-2%	3%	3%	7%	-1%	5%
Cc1nc(CC(=O)c2ccc(O)c(C)c2O)cs1	-12%	0%	0%	3%	9%	-1%	?	1%	-2%	0%	7%
COC(=O)C(Cc1ccccc1)P(=O)(c1ccccc1)c1ccccc1 (configuration not stated)	0%	-2%	-3%	-2%	-29%	7%	-5%	-4%	17%[11.5 µM]	1%	0%
Cc1cc(=O)c2cc(C(=O)c3ccccc3)ccc2[nH]1	-2%	20%	22%	?	26%	7%	2%	21%	4%	-12%	4%
CCOC(=O)C1=C(C)NC(=O)CC1c1cc(OC)c(OC)cc1Br (configuration not stated)	-3%	-3%	-5%	-1%	48%	14%	18%	1%	-10%	3%	0%
Cc1cccc(NC(=O)C2CC(=O)n3cnnc3S2)c1 (configuration not stated)	?	-1%	5%	-6%	2%	4%	?	1%	1%	2%	0%
O=C1CN(c2ccccc2Cl)C(=O)CN1c1ccccc1Cl	-6%	-2%	5%	/	1%	14%	-2%	-1%	8%	0%	-2%
C=CCn1c(C)cc(C(=O)CSc2nnc3c(Cl)cc(Cl)cn23)c1C	3%	2%	7%	6%	7%	-13%	14%	5%	?	?	20%
Cc1ccc(N2CC(C(=O)Nc3cccnc3)CC2=O)cc1 (configuration not stated)	4%	0%	-5%	1%	2%	-1%	-14%	-3%	3%	-1%	4%
CCCCc1ccc(/C(C)=N/Nc2cc(N3CCOCC3)nc(C)n2)cc1	?	-5%	0%	-10%	-18%	10%	13µM*	/	0%	?	-11%
CCC(C)(C)n1nnnc1C(c1ccc2ncccc2c1)N1CCCC(C)C1 (configuration not stated)	-9%	-2%	-2%	1%	-26%	-5%	-3%	-14%	0%	1%	-5%
COc1cc(NS(=O)(=O)c2ccc(NC(C)=O)cc2)cc(OC)c1	20µM*	-2%	-10%	-2%	-55%	-4%	0%	5%	-9%	-1%	2%
COC(=O)C1=C(C)Nc2nc(-c3ccccc3)nn2C1c1ccc(C)o1 (configuration not stated)	5%	-4%	-1%	11%	2%	-2%	24%	-6%	-14%	0%	8%
Cc1nc2c(C#N)c[nH]n2c(=O)c1CCO	-4%	-2%	-1%	3%	4%	-1%	13%	-3%	4%	8%	0%
COc1ccc(C)cc1S(=O)(=O)Nc1ccc2c(c1)OCO2	4%	-1%	-2%	-1%	-29%	-5%	-18%	-2%	5%	1%	1%
Cc1ccc(C(=O)N2c3ccc(F)cc3CCC2C)o1 (configuration not stated)	-7%	-2%	-8%	2%	-18%	-2%	-16%	-8%	5%	-1%	-3%
CCOc1ccc2[nH]c3nc(SCC(=O)NC4CC4)nnc3c2c1	2%	-2%	9%	-5%	-51%	-5%	12%	2%	?	3%	0%
CCNc1c([N+](=O)[O-])c(=O)n(CC)c2ccccc12	1%	-3%	1%	-3%	-20%	2%	10%	-3%	17%	0%	-2%
CCOCCn1c(SCC)nc2c1c(=O)[nH]c(=O)n2C	-6%	1%	6%	0%	-6%	-1%	-1%	2%	-16%	-10%	-5%
CC(C)NCCOCCSc1ccc(Cl)cc1	-7%	1%	4%	-3%	0%	-4%	-20%	8%	7%	1%	0%
O=C(CSc1ccc2nnc(-c3cccnc3)n2n1)Nc1ccc(F)cc1	-2%	18%	24%	-3%	-5%	14%	1%	-5%	-3%	0%	0%
CC(C)c1nc(N2CCN(C(=O)c3ccco3)CC2)c(C#N)c2c1COC(C)(C)C2	?	-6%	2%	-6%	-37%	-1%	-92%	-2%	1%	-1%	-27%
COc1ccc(NC(=O)c2sc3nc(N4CCCC4)c4c(c3c2N)CC(C)(C)OC4)c(OC)c1	-5%	-5%	-5%	9%	0%	8%	-4%	-6%	-3%	1%	14%

The list continues.
SMILES	Gal4-VP16 FLuc	NPC1 prom act	Rab9 promoter act	uPA surface inh	BRCA1 expr up	CXXC DNA block	RORgamma inh	p53 reactivator	MBNL1-CUG inh	FLuc counter	ELG1 genotox
CC(C)CCn1c(SCC(N)=O)nc2c1c(=O)n(C)c(=O)n2C	2%	5%	-4%	17%	0%	1%	-7%	3%	-4%	4%	-1%
CNCC(O)Cn1c2c(c3ccccc31)CCCC2 (configuration not stated)	0%	1%	1%	8%	1%	8%	9%	-3%	6%	-1%	-1%
COc1cc(Cl)c(C)cc1NC(=O)CSc1nc2ccccc2o1	1%	-1%	1%	/	-17%	4%	?	-5%	22%	6%	-9%
Nc1nc(NCCCN2CCOCC2)nc(Nc2ccccc2)c1[N+](=O)[O-]	-4%	-1%	-3%	25%	-10%	-1%	1%	-17%	?	1%	2%
COc1cccc(OC)c1C(=O)Nc1nnc(-c2cccs2)s1	2%	11%	-3%	1%	-62%	-7%	15%	-1%	70%[activator]	-13%	2%
N#C/C(=C\c1c(Oc2ccccc2F)nc2ccccn2c1=O)C(=O)NC1CCS(=O)(=O)C1 (configuration not stated)	2%	-2%	7%	-13%	-11%	-8%	-12%	13%	?	-3%	-4%
CCOc1ccc(NC(=O)CN(c2ccc(OC)cc2)S(=O)(=O)c2cccs2)cc1	/	1%	-5%	1%	-7%	/	/	12%	/	/	2%
CCOC(=O)CN1C(=O)CN(c2ccc(C)cc2)C1=O	21%	18%	?	2%	39%	28%	43%	?	?	?	?
COc1ccc(N2CCN(C(=O)CN(C)S(=O)(=O)c3cnc[nH]3)CC2)cc1	-8%	2%	-3%	2%	-4%	-3%	-19%	-5%	-9%	1%	1%
COc1ccc(-c2ccc(C#N)c(SCC(=O)Nc3sc4c(c3C#N)CCC4)n2)cc1	-9%	-4%	2%	0%	-10%	8%	-1%	-1%	?	7%	0%
CCOC(=O)C1CCN(S(=O)(=O)c2ccc(C)cc2)CC1	10%	0%	20%	-2%	1%	8%	3%	2%	2%	-2%	-2%
CC1(C)Cc2c(sc(NC(=O)COc3ccc(Cl)cc3)c2C#N)C(C)(C)N1	-9%	2%	4%	-1%	-1%	24%	-1%	-6%	-10%	-2%	2%
CC(C)(C)OC(=O)CN1C(=O)NC(Cc2c[nH]c3ccccc23)C1=O (configuration not stated)	7%	-1%	-4%	0%	-2%	6%	11%	1%	-14%	0%	-4%
COc1cccc(C2NC(c3cccc(OC)c3O)C(C)C(=O)C2C)c1O (configuration not stated)	4.5µM*	-6%	3%	/	-2%	4%	3.2µM*	-5%	-7%	-2%	-9%
CN(CCC#N)C(=O)COC(=O)c1ccccc1OCc1ccccc1Cl	-1%	-3%	-1%	1%	-9%	8%	29%	-1%	1%	0%	-1%

Screening results as filed in PubChem BioAssay.
